DENV2 CPE rescue: DENV2-induced cell death inhibition | CPE inhibition, % at 9.99 µM | actives 1.7% (n = 350,000) | DENV2-infected cells, cytopathic effect rescue, plate reader; in the data active means CPE inhibition above about 20%, passing the limit was not always enough; inconclusive means no clear call, values can overlap the other calls; tested in BHK-21 cells;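 further: 0% = median of neutral control wells and 100% = median of positive control wells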
PAX8 reporter: lowers PAX8-driven luciferase in RMG-I cells | RMG-I TPO-luciferase reporter, SteadyGlo, 24 h | inhibition, % at 12.6 µM | actives 1.2% (n = 360,000) | AID 652154;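 active means mean replicate inhibition at least 60% with every replicate also reaching 60%; inconclusive means only one of the two criteria is met; inactive means mean below 60% and not all replicates reaching 60%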;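 further: luciferase light reporting Pax8 driven TPO promoter activity; plate controls were median of neutral control wells for no effect and mitoxantrone controls for full effect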
INS-1E GSIS act: GLuc luminescence reporter in INS-1E cells, primary screen for activators of glucose-dependent secretion of insulin; INS-1E GLuc reporter insulin secretion, 2-3 h; activation, % at 16.6 µM; actives 0.61% (n = 370,000); AID 743287;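 active means lowest replicate activation of at least 40%, so every replicate reaches that level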;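 further: 0% = median of neutral control wells and 100% = median of IBMX positive control wells; some compounds called inactive have numbers as strong as hits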
CFTR F508del cor: CFTR F508del correction in bronchial cells; activity (quench increase), % at 7.58 µM; actives 0.36% (n = 350,000); CFBE cells, YFP halide quenching; stimulated with forskolin plus potentiator P3; % fluorescence drop versus neutral controls; AID 720511;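 active means mean added fluorescence quench of at least 8% versus neutral control, with both replicates also reaching 8%; inconclusive means only one of the mean or replicate conditions met; inactive means mean below 8% and not both replicates reaching 8%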;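 further: cells transiently co-express mutant CFTR-F508del with the halide-sensitive YFP; corrector assay measuring rescue of mutant channel to the surface after 24 h compound exposure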
FN deposit inh: fibronectin deposition inhibition; AH1F fibroblasts, Alexa488-fibronectin deposition fluorescence, overnight; inhibition, % at 12.6 µM; actives 0.086% (n = 350,000);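 active means mean inhibition across replicates of 30% or more, regardless of how many single replicates reach that level; inconclusive means mean under 30% yet at least half of replicates reach 30%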;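 further: positive control wells lacked labelled fibronectin entirely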
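Test system: AH1F fibroblast monolayer depositing Alexa488-labelled fibronectin into matrix. Input: 10000 cells per well. Technique: fluorescence, ex 485 nm, em 525 nm. Buffer or medium: DMEM plus 2% serum, read in PBS. Timing: 1 h cell adhesion before compound, then overnight fibronectin incubation. Compound: single dose, pinned. Read-out basis: inhibition from reduced deposited-fibronectin fluorescence.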
miR-122 sensor: miR-122 inhibition in Huh7 cells. Huh7 miR-122 Renilla luciferase sensor, 48 h; neutral wells = 0, positive control = 100. activation (reporter increase), % at 12.5 µM. actives 0.3% (n = 340,000);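 active means mean replicate activation score at least 90 and every replicate individually at or above 90; inconclusive means only one of the two criteria met; inactive means neither criterion met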;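 further: higher luciferase means less miR-122 activity so hits act as miR-122 inhibitors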
EWS-Fli inh: blocks EWS/Fli oncoprotein-driven transcription | A673 NR0B1-luciferase reporter, viability-normalised | inhibition, % at 12.6 µM | actives 0.67% (n = 350,000);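 active means mean inhibition of at least 50% after viability correction, with every replicate also passing that limit; inconclusive means mean reaches 50% but only one of two replicates passes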;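 further: firefly luciferase signal divided by Alamar Blue viability fluorescence both relative to DMSO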
The depositor's hits bear a star; ? = inconclusive; nt = not tested or not shown; & = joins results of further samples; [ ] = dose if it differs, or a comment.

Fields – DENV2 CPE rescue | PAX8 reporter | INS-1E GSIS act | CFTR F508del cor | FN deposit inh | miR-122 sensor | EWS-Fli inh
> CC(=O)c1ccccc1NC(=O)COC(=O)CCC1CCCC1
  0 | 12 | 0 | 3.1 | -5 | -5 | 7
> COc1cc(C(=O)NNC(=O)CCOc2cccc(Br)c2)cc(OC)c1OC
  ? | 2 | -7 | 1.5 | 3 | -11 | -2
> FC(F)(F)c1cccc(Cc2noc(CN3CCSCC3)n2)c1
  9 | 3 | -5 | 1.2 | 10 | nt | 8
> O=C(Cc1ccccc1F)NC1CCCc2ccccc21 (stereo not drawn)
  17 | -16 | -3 | 0.1 | 2 | nt | -23
> CC=Cc1ccc2n(c1=O)C[C@@H]1[C@@H](CO)[C@H](C(=O)Nc3ccc(-c4ccccc4)cc3)N(C(=O)CC)[C@H]21 (mixture of isomers)
  8 | 12 | -10 | -0.1 | nt | 1[16.7 µM] | 5
> CCCn1c(N)c(Sc2ccc([N+](=O)[O-])cc2)c(=O)n(CCC)c1=O
  0 | 7 | 22 | -3.8 | 1 | nt | 2
> CCOC(=O)N1CCN(CC(O)COc2c(C)cccc2C)CC1 (stereo not drawn)
  nt | 21 | 32 | nt | 8 | nt | nt
> COCc1cc(=O)[nH]c(/N=C(\N)Nc2c(F)cccc2F)n1
  -1 | -3 | -1 | -1.0 | 5 | -1 | 4
> Cc1ccc(S(=O)(=O)N[C@H]2CC[C@H](CC(=O)NCc3ccncn3)O[C@H]2CO)cc1
  2 | -2 | -2 | 0.7 | -19 | nt | 2
> C[C@@H]1CN([C@H](C)CO)C(=O)c2cc(/C=C/c3ccccc3)cnc2O[C@H]1CN(C)C(=O)C1CCOCC1
  7 | -4 | 2 | 1.7 | nt | 1[16.7 µM] | -7
> O=C(CN1CCOCC1)N1CCCCN2[C@H](CO)[C@H](c3ccc(C#Cc4ccccc4F)cc3)[C@H]2C1
  0 | -6 | 1 | -2.3 | nt | -4[16.7 µM] | -10
> CC[C@H](NC(=O)/C=C/[C@H]1O[C@@H](n2cc(C)c(=O)[nH]c2=O)C[C@@H]1O)c1ccccc1
  ? | 4 | -6 | -1.7 | 2 | -5 | -1
> CC1CN(C(=O)COC(=O)c2cncc(Br)c2)CC(C)O1 (stereo not drawn)
  ? | 2 | nt | 1.7 | -9 | 0 | -8
> O=C(CC1CC1)Nc1ccc2c(c1)[C@H]1C[C@@H](CC(=O)NC3CCCCC3)O[C@H](CO)[C@H]1O2
  3 | 6 | 5 | 2.2 | -7 | 4[16.7 µM] | 1
> C[C@H]1CN([C@@H](C)CO)C(=O)c2cc(C#Cc3ccncc3)cnc2O[C@@H]1CN(C)CC1CCCC1
  7 | -20 | -4 | 3.0 | -17 | -3[16.7 µM] | -18
> COC(=O)Cc1cnc(NC(=O)CSc2nc(C(C)C)cc(=O)[nH]2)s1
  -3 | 3 | -2 | 0.1 | 11 | -3 | nt
> COc1cccc(-c2ccc3c(c2)[C@H]2[C@H](CCN2C(=O)CN2CCOCC2)[C@@H](CO)N3)c1
  8 | -8 | 4 | -1.3 | -5 | -11[16.7 µM] | -10
> CC(C)c1cn(CC[C@@H]2CC[C@H](NC(=O)c3cccc(F)c3)[C@H](CO)O2)nn1
  -6 | -5 | 5 | -0.9 | -14 | -1[16.7 µM] | 9
> CN(C)CCCOc1ccc(-c2cc3nc(NCc4cccnc4)n(C)c(=O)c3s2)cn1
  -4 | -35 | 11 | -4.0 | 7 | -3 | -8
> COc1cc(CN2C[C@@H]3N[C@H](C2)C3c2ccc(-c3cncnc3)cc2)cc(OC)c1 (stereo partly drawn)
  -9&19 | -8&-3 | 16&10 | -2.2&2.4 | 2&5 | nt | -12&0
> O=C(c1cccc([N+](=O)[O-])c1)c1cc2ccccc2o1
  46* | -38 | 10 | 0.6 | -3 | nt | -53
> CCn1c(NC(=O)C(C)C)c(-c2cccs2)c(=O)c2ccccc21
  3 | -6 | 4 | 0.1 | 18 | nt | 2
> CCCC(=O)Nc1ccc2c(c1)OC[C@@H](C)N(C)C[C@H](C)[C@H](OC)CN(C)C2=O
  0 | -9 | 6 | nt | -1 | 1[16.7 µM] | 2
> C[C@@H]1CN([C@H](C)CO)C(=O)c2cccc(NC(=O)C3CCOCC3)c2O[C@@H]1CN(C)C(=O)Nc1ccccc1
  8 | 8 | 26 | -1.9 | nt | -6[16.7 µM] | -17
> COc1ccc2nc(-c3ccccc3)cc(C(=O)OCC(=O)N3CC(C)OC(C)C3)c2c1 (stereo not drawn)
  17 | -2 | 4 | 1.9 | -4 | -8 | -8
> COCC(=O)N1CC[C@H]2[C@H](CO)Nc3ccc(C#Cc4ccc(OC)cc4)cc3[C@H]21
  29* | nt | -8 | -3.7 | 18 | nt | nt
> O=C(CNC(=O)C1CCCCC1)OC(C(=O)c1ccccc1)c1ccccc1 (stereo not drawn)
  2 | -3 | -30 | 1.5 | 4 | -2 | -2
> CC1CCN(S(=O)(=O)c2ccc(NC(=O)C3CSC4(C)CCC(=O)N34)cc2)CC1 (stereo not drawn)
  -6 | 17 | 0 | -2.4 | 3 | -3 | 12
> CN1CCC/C1=C/C=C1\SC(=S)NC1=O
  -4 | -6 | -25 | nt | 0 | nt | -27
> O=C(NNC(=O)c1ccc(Br)s1)c1ccc(F)c(S(=O)(=O)N2CCOCC2)c1
  -8 | -5 | -18 | -1.6 | 0 | -3 | 5

The last 2 entries of the section before lead into the next.
Fields – DENV2 CPE rescue | PAX8 reporter | INS-1E GSIS act | CFTR F508del cor | FN deposit inh | miR-122 sensor | EWS-Fli inh
> CN1CCC/C1=C/C=C1\SC(=S)NC1=O
  -4 | -6 | -25 | nt | 0 | nt | -27
> O=C(NNC(=O)c1ccc(Br)s1)c1ccc(F)c(S(=O)(=O)N2CCOCC2)c1
  -8 | -5 | -18 | -1.6 | 0 | -3 | 5
> Cc1ccc(/C=C/C(=O)Nc2ccc([N+](=O)[O-])cc2)o1
  -2 | nt | -42 | 1.2 | nt | nt | -21
> CCN1[C@H](C(=O)NCCc2cn(C)cn2)[C@@H](CO)[C@@H]2Cn3c(ccc(-c4ccccc4)c3=O)[C@@H]21
  -4 | nt | 3 | 1.5 | nt | -3[16.7 µM] | -2
> O=C(NCc1cccs1)c1nc(-c2cccs2)no1
  0 | -38 | 1 | -5.1 | -3 | nt | -61
> Cc1cccc(N2N=C(C(=O)Nc3ccc(Cl)c(S(=O)(=O)N4CCOCC4)c3)CCC2=O)c1
  -4 | 2 | -16 | -2.9 | -8 | 6 | 7
> CCNC(=O)[C@H]1[C@H](CO)[C@H]2Cn3c(ccc(-c4ccccc4F)c3=O)[C@@H]1N2CC
  1 | -11 | 9 | 1.6 | nt | -6[16.7 µM] | -4
> C/C=C/c1ccc([C@H]2[C@@H](CO)N3CCCCN(C(=O)Nc4ccccc4F)C[C@H]23)cc1
  15 | -55 | -8 | 0.7 | nt | -26[16.7 µM] | 12
> O=C1CSC(c2ccc(F)cc2)N1c1ccccc1F (stereo not drawn)
  3 | 7 | 32 | nt | 3 | nt | -4
> CSc1ccccc1C(=O)Nc1ccccc1C(=O)N1CCCC1
  6 | 4 | 16 | -1.1 | 4 | -3 | -2
> C[C@H](CO)N1C[C@H](C)[C@@H](CN(C)C(=O)Nc2cc(F)ccc2F)Oc2cc(-c3cccc(C#N)c3)ccc2S1(=O)=O
  6 | 5 | -3 | 0.1 | nt | 23[16.7 µM] | 17
> O=C(Nc1ccc2nc([C@H]3C[C@H](O)[C@@H](CO)O3)[nH]c2c1)NC(c1ccccc1)c1ccccc1
  4 | 13 | 0 | 1.0 | 4 | nt | 7
> Cc1cccc(OCc2nnc3n2CCCCC3)c1
  nt | -8 | nt | nt | -2 | 1 | nt
> CC1Sc2ccc(S(=O)(=O)N3CCC(C(=O)NCCc4ccccc4)CC3)cc2NC1=O (stereo not drawn)
  -4 | 22 | -48 | -3.4 | 5 | -3 | 4
> Cc1noc(C)c1NC(=O)N(C)C[C@H]1Oc2ccc(NC(=O)C3CCCCC3)cc2C(=O)N([C@H](C)CO)C[C@@H]1C
  ? | -8 | 7&2 | -0.3&-1.7 | -8 | -6[16.7 µM] | 11&-3
> CCS(=O)(=O)c1ccc2oc(SCC(=O)Nc3ccc(OC)c(OC)c3)nc2c1
  -2 | -2 | 0 | 2.2 | nt | nt | -3
> Cc1nc2ccc(NC(=O)Cc3ccccc3F)cc2s1
  -1 | -194 | 10 | 0.9 | -3 | nt | -90
> CCOC(=O)C1=C(Nc2ccc(C)cc2)CC(C)(O)C(C(=O)OCC)C1c1ccccc1 (stereo not drawn)
  nt | 1 | nt | nt | -10 | -8 | nt
> COc1ccc2c3c([nH]c2c1)[C@H](CO)N(C(=O)CN1CCOCC1)CC31CN(C(=O)NC(C)C)C1
  -2 | nt | 8 | 3.3 | nt | nt | 0
> CN(C)c1ccc(/C=N/Nc2cc(N3CCOCC3)nc(N3CCOCC3)n2)cc1
  -5 | 10 | 1 | 0.1 | -7 | nt | -5
> COC(=O)CCCC1=CC2=C(c3ccccc3)C(=O)C(C)(OC(=O)C3CCCC3)C(=O)C2=CN1Cc1ccc(OC)cc1 (stereo not drawn)
  -3 | -14 | -4 | -3.1 | 0 | -1 | 2
> CCN(CC(=O)NCc1ccc(F)cc1)S(=O)(=O)c1ccc(Cl)s1
  15 | 5 | -17 | 2.0 | 2 | -6 | 0
> O=C1CCCN1c1ccc(S(=O)(=O)N2CCCCC2)cc1
  0 | -11 | 42 | 1.7 | -3 | -2 | -6
> CCS(=O)(=O)Nc1ccc2c(c1)C(=O)N(C)[C@H]1CC[C@@H](CC(=O)N[C@@H]3CCN(Cc4ccccc4)C3)O[C@@H]1CO2
  nt | -20 | 14 | nt | -10 | nt | -1
> CN1C(=O)c2cc(NC(=O)Cc3ccccc3)ccc2OC[C@H]2O[C@@H](CC(=O)O)CC[C@@H]21
  ? | -12 | 5 | 0.3 | -4 | -17[16.7 µM] | 4
> Cc1nc([N+](=O)[O-])cn1CC(O)c1ccccc1 (stereo not drawn)
  0 | -10 | -6 | -1.2 | -6 | -3 | 10
> O=C(CSc1ccccc1)Nc1nnc(-c2ccco2)o1
  -11 | -23 | 22 | 1.6 | 4 | nt | 7
> COc1ccc(Nc2nc(N)c([N+](=O)[O-])c(N3CCCC3)n2)cc1
  -2 | 16 | 4 | 1.5 | 17 | 4 | 32
> CCC(=O)N[C@@H]1CC[C@H](CC(=O)NCc2ccccc2F)O[C@@H]1CO
  5 | -1 | 0 | -0.6 | -5 | nt | 3
> O=C(C1CCC(CNc2nc(=S)[nH]c3ccccc23)CC1)N1CCN(c2ccccn2)CC1 (stereo not drawn)
  nt | nt | -17 | nt | -2 | 9 | nt

Some of these compounds in order of their number in CFTR F508del cor, ascending.
mol	CFTR F508del cor
Cc1cccc(N2N=C(C(=O)Nc3ccc(Cl)c(S(=O)(=O)N4CCOCC4)c3)CCC2=O)c1	-2.9
Cc1ccc(/C=C/C(=O)Nc2ccc([N+](=O)[O-])cc2)o1	1.2
COc1ccc(Nc2nc(N)c([N+](=O)[O-])c(N3CCCC3)n2)cc1	1.5
CCS(=O)(=O)c1ccc2oc(SCC(=O)Nc3ccc(OC)c(OC)c3)nc2c1	2.2
COc1ccc2c3c([nH]c2c1)[C@H](CO)N(C(=O)CN1CCOCC1)CC31CN(C(=O)NC(C)C)C1	3.3

Compound activity from PubChem BioAssay.
